High-throughput results: PubChem BioAssay, National Center for Advancing Translational Sciences (NCATS)
Tau fil binding – binds recombinant human tau filaments | P10636 | recombinant tau filaments, thioflavin S fluorescence, 15 h; filaments grown with octadecylsulfate alongside compound | Potency, µM (titrated, usually from 57.1 µM), for inactives: at the highest dose activity change, negative = inhibition | 71,000 compounds, 2% hits;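 note: potency is the fitted concentration of half-maximal effect; % is set by controls: 0 for no effect and ±100 for the full control effect; actives lower thioflavin S fluorescence by blocking filaments or displacing dye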
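ThS-based fibril read: tau 1 uM final, inducer ODS 30 uM final, 37 C for 15 h, ex 450/em 510 nm.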
Casp1 inh – caspase-1 (human) inhibition, allosteric or competitive. P29466. Caspase-1 enzyme, Ac-WEHD-AFC fluorogenic rate. Potency, µM (doses to about 57.5 µM), inactives show at the highest dose activity change, negative = inhibition, hits mostly inhibitors. 75,000 compounds, 0.03% hits. AID 900;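 note: potency is the fitted concentration of half-maximal effect; plate controls were vehicle for no effect and no substrate for full effect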
Target sequence (P29466 120-297 limits assumed): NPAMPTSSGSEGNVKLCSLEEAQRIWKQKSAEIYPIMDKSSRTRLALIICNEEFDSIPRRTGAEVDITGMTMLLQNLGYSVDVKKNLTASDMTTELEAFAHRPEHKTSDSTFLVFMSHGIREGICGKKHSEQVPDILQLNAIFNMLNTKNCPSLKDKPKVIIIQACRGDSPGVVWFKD
Target sequence (P29466 317-404 limits assumed): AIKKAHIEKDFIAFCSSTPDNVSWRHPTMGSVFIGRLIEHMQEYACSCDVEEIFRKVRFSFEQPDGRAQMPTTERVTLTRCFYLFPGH
Fluorescein fluor – compound fluoresces in the fluorescein spectral region | 59,000 compounds, 0.91% hits | max fluorescein-equivalent concentration, M | Compound autofluorescence, 480/540 nm, fluorescein-equivalent; hits give high values; in the data active = max fluorescein-equivalent concentration above about 10 nM; inconclusive = between about 1.1 nM and that limit
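In this qHTS profile, compound fluorescence was measured with a 480 nm/540 nm filter pair following a 15-min room-temperature incubation in 100 mM Tris (pH 8.0). A six-point fluorescein series on each plate served for normalization.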
Caspase-7 inhib – allosteric or competitive inhibitors of human caspase-7; P55210; recombinant caspase-7, Ac-DEVD-AFC fluorescence rate; Potency, µM (highest dose often 57.5 µM), without a hit: at the top dose activity change, negative = inhibition, hits mostly inhibitors; 75,000 compounds, 0.02% hits; AID 889; active = well fitted inhibition curve with a large enough effect in the main read-out, with a control signal flat, not every such curve was filed as active; inconclusive = small, poorly fitted or top-dose-only effect, or a change in a side signal; note: potency is the fitted concentration of half-maximal effect; % of control where 0% means no effect
ERK AVP inh – inhibitors of vasopressin-stimulated ERK signaling pathway; HEK293-V1b, vasopressin-stimulated pERK AlphaScreen; Potency, µM (series often up to 57.5 µM), inactives show at the highest dose activity, negative = inhibition, hits mostly inhibitors; 72,000 compounds, 0.99% hits; AID 995; note: potency is the fitted concentration of half-maximal effect; % is set by controls: 0 for no effect and ±100 for the full control effect; nearly all actives have a fitted effect of over 55% in size
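Overnight-seeded V1b-HEK293 cells in 1% FBS got compound, then vasopressin (25 nM final, 5 min, 37C), then lysis buffer. AlphaScreen detection of phospho-ERK; activity normalized to basal and full-stimulation controls.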
FLuc inh – firefly luciferase inhibition; AID 411; Potency, µM (highest dose often 57.1 µM), inactives show at the highest dose activity change, negative = inhibition, hits mostly inhibitors; P08659; 72,000 compounds, 2.2% hits; purified firefly luciferase, luminescence, 8 min; note: potency is the fitted concentration of half-maximal effect; % is set by controls: 0 for no effect and ±100 for the full control effect; nearly all actives have a fitted effect of over 40% in size
Target sequence (P08659 whole entry, looked up): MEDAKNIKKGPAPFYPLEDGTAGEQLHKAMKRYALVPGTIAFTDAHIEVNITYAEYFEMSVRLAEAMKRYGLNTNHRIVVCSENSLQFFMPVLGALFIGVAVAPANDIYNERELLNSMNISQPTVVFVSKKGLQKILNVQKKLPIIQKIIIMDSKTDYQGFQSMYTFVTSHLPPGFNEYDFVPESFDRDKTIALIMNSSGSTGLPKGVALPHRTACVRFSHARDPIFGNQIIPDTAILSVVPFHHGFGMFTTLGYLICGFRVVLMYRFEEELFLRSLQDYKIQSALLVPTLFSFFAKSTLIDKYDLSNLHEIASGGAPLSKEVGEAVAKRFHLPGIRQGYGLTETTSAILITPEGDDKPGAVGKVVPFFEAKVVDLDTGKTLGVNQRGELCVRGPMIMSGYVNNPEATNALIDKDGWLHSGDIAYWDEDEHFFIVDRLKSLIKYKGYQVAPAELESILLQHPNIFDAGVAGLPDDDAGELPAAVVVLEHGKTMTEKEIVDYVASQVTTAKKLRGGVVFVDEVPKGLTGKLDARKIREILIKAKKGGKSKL
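Substrate buffer containing 10 uM ATP (pH 7.2 imidazole, Mg2+, KCl, detergent, BSA) is dispensed, compound pinned in, then luciferase/luciferin detector mix added. After 8 min at ambient temperature, light output is measured.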
4MU fluor – compounds fluorescent in 4-MU spectral region. compound autofluorescence, 340/450 nm, 4-MU equivalents; hits give high values. max dye-equivalent concentration, M. 59,000 compounds, 11% hits; in the data active = max dye-equivalent concentration above about 10 nM; inconclusive = mostly about 1.1 nM to 9.6 nM
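Intrinsic fluorescence at 340/450 nm (ex/em) was read after 15 min at room temperature in pH 8.0, 100 mM Tris. Each compound concentration expressed as 4-MU-equivalent concentration from a six-point 4-MU standard series on each plate.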
A350 fluor – A350 region autofluorescence; Compound autofluorescence, 340/450 nm, Alexa 350 dye-equivalents; hits give high values; max dye-equivalent concentration, M; 59,000 compounds, 11% hits; AID 590; in the data active = max dye-equivalent concentration above about 10 nM; inconclusive = mostly about 1.1 nM to 9.6 nM
HEK293 cAMP cs – counter-screen for TSHR agonists: cAMP increase in parental HEK293 | 73,000 compounds, 2.5% hits | parental HEK293 CNG cAMP sensor, membrane potential fluorescence | Potency, µM (titrated, usually from 57.1 µM), for inactives: top-dose activation, actives largely listed as activators; note: potency is the fitted concentration of half-maximal effect; % of control where 0% means no effect; nearly all actives have a fitted effect of over 55% in size
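Counterscreen for endogenous-receptor signalling: CNG-channel HEK 293 cells report cAMP rise by membrane depolarization. After 60 min dye equilibration with 100 uM RO 20-1724, compounds incubated 30 min before bottom-read fluorescence at 590 nm.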
Rhodamine fluor – rhodamine region autofluorescence; Rhodamine-region fluorescence, 547/598 nm, Tris buffer; hits give high values; max dye-equivalent concentration, M; 59,000 compounds, 0.05% hits; in the data active = max dye-equivalent concentration above about 11 nM; inconclusive = between about 1.1 nM and that limit
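qHTS spectral profiling of compounds without any target or enzyme present, in pH 8.0 Tris buffer; plates were read after a 15-minute room-temperature incubation using the rhodamine-region filter set.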
TexasRed autofl – compound fluoresces in the Texas Red spectral region; max dye-equivalent concentration, M; Compound fluorescence, Texas Red channel, 547/618 nm; hits give high values; 59,000 compounds, 0.06% hits; in the data active = max dye-equivalent concentration above about 10 nM; inconclusive = between about 1.1 nM and that limit
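qHTS profiling of intrinsic compound fluorescence; 100 mM Tris pH 8.0; 15 min RT; ex 547 / em 618 nm; response expressed as Texas Red dye-equivalent concentration from six-point plate standard.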
Numbers without * were called inactive; [ ] = dose if it differs, or a comment. Unless noted, calls come from the whole dose curve; as a rule, active = well fitted curve in the direction sought with a large enough effect; inconclusive = small, poorly fitted or top-dose-only effect, or another doubt; inactive = no such curve, though single readings can be large; an effect the other way counts as inactive or inconclusive. Only part of the results is shown. The share of hits here may be higher or lower than overall.

COc1ccc(S(=O)(=O)N(C)CC(=O)Nc2cccc(C(C)=O)c2)cc1 was read as Tau fil binding 2.4%, Casp1 inh -1.0%, Fluorescein fluor inactive, Caspase-7 inhib 0.5%, ERK AVP inh -4.9%, FLuc inh 0.5%, 4MU fluor inactive, A350 fluor inactive, HEK293 cAMP cs 2.5%, Rhodamine fluor inactive and TexasRed autofl inconclusive.
Screening OC(c1ccccc1)c1nc2ccccc2s1 (stereo not given) returned Tau fil binding 9.4%[11.4 µM], Casp1 inh 1.0%, Caspase-7 inhib -0.1%, ERK AVP inh -9.1%, FLuc inh -0.2% and HEK293 cAMP cs 7.0%[11.4 µM].
Screening COc1ccc(-n2ncc3c(=O)n(CC(=O)OCc4ccccc4)cnc32)cc1 returned Tau fil binding -7.5%, Casp1 inh -0.7%, Fluorescein fluor inactive, Caspase-7 inhib -0.2%, ERK AVP inh -2.4%, FLuc inh 0.3%, 4MU fluor inactive, A350 fluor inactive, HEK293 cAMP cs 11.9%, Rhodamine fluor inactive and TexasRed autofl inactive.
Screening Cc1cc(C)n2nc(SCC(=O)Nc3c(C)nn(-c4ccccc4)c3C)nc2n1 returned Tau fil binding 0.6%, Casp1 inh -0.6%, Fluorescein fluor inconclusive, Caspase-7 inhib -1.6%, ERK AVP inh -5.6%, FLuc inh 0.7%, 4MU fluor inactive, A350 fluor inactive, HEK293 cAMP cs -2.3%, Rhodamine fluor inactive and TexasRed autofl inactive.
Screening CCC1(C)CC(=O)N(c2ccc(C(=O)O)c(O)c2)C1=O (stereo not given) returned Tau fil binding -1.6%, Casp1 inh -0.9%, Fluorescein fluor inactive, Caspase-7 inhib -0.5%, ERK AVP inh 16.3%, FLuc inh 2.0%, 4MU fluor inactive, A350 fluor inactive, HEK293 cAMP cs inconclusive, Rhodamine fluor inactive and TexasRed autofl inactive.
CC(=O)c1cccc(NC(=O)Nc2c(C)nn(C)c2C)c1 was read as Tau fil binding -7.4%, Casp1 inh -1.5%, Fluorescein fluor inactive, Caspase-7 inhib 2.4%, ERK AVP inh 10.3%, FLuc inh -0.4%, 4MU fluor inactive, A350 fluor inactive, HEK293 cAMP cs 1.0%, Rhodamine fluor inactive and TexasRed autofl inactive.
`c1coc(Cn2nnnc2CN2CCN(C3CCCC3)CC2)c1` gave Tau fil binding -2.0%, Casp1 inh 4.1%, Fluorescein fluor inconclusive, Caspase-7 inhib -2.1%, ERK AVP inh 4.1%, FLuc inh -2.2%, 4MU fluor inactive, A350 fluor inactive, HEK293 cAMP cs inconclusive, Rhodamine fluor inactive and TexasRed autofl inconclusive.
`CCOc1cccc(OCCCCn2ccnc2)c1` gave Tau fil binding -9.1%, Casp1 inh 1.6%, Caspase-7 inhib -4.1%, ERK AVP inh -13.0%, FLuc inh 1.4% and HEK293 cAMP cs 5.7%.
Screening CCCc1cc(C(=O)Nc2ccccc2SC)no1 returned Tau fil binding -3.3%, Casp1 inh -3.7%, Caspase-7 inhib -0.6%, ERK AVP inh 117.1%[activator], FLuc inh -10.7% and HEK293 cAMP cs 11.1%.
Screening CCOc1ccc(C2=[N+]([O-])C(C)(C)N(O)C2(C)C)cc1 returned Tau fil binding 6.4%, Casp1 inh -0.8%, Fluorescein fluor inconclusive, Caspase-7 inhib -0.9%, ERK AVP inh 6.5%, FLuc inh -5.0%, 4MU fluor inactive, A350 fluor inactive, HEK293 cAMP cs 1.2%, Rhodamine fluor inactive and TexasRed autofl inactive.
`CC(Sc1ncc(C#N)c(N)n1)C(=O)Nc1ccccc1` (stereo not given) gave Tau fil binding -14.8%, Casp1 inh -1.8%, Fluorescein fluor inactive, Caspase-7 inhib -0.7%, ERK AVP inh -25.1%, FLuc inh -0.4%, 4MU fluor inactive, A350 fluor inactive, HEK293 cAMP cs 31.6µM*, Rhodamine fluor inactive and TexasRed autofl inactive.
For COc1cccc(C2(O)CCN(C(=O)C3CCC3)CC2)c1 the results were Tau fil binding -2.5%, Casp1 inh -0.1%, Fluorescein fluor inactive, Caspase-7 inhib 7.1%, ERK AVP inh 3.9%, FLuc inh -31.9%, 4MU fluor inactive, A350 fluor inactive, HEK293 cAMP cs 10.6%, Rhodamine fluor inactive and TexasRed autofl inconclusive.
For CC(=O)N1CC=CC1(C)C(=O)O (stereo not given) the results were Tau fil binding 10.9%, Casp1 inh 1.5%, Caspase-7 inhib -0.1%, ERK AVP inh 0.9% and HEK293 cAMP cs -3.0%.
Cc1cccc(OCC(=O)NCCN2CCOCC2)c1 was read as Tau fil binding -4.0%, Casp1 inh -1.0%, Fluorescein fluor inactive, Caspase-7 inhib 0.3%, ERK AVP inh -4.4%, FLuc inh 1.3%, 4MU fluor inactive, A350 fluor inactive, HEK293 cAMP cs 5.0%, Rhodamine fluor inactive and TexasRed autofl inactive.
Screening COc1ccc(NC(=O)COc2nsnc2N2CCCCC2)cc1 returned Tau fil binding -7.4%, Casp1 inh -3.1%, Fluorescein fluor inactive, Caspase-7 inhib 1.5%, ERK AVP inh -3.6%, FLuc inh 3.4%, 4MU fluor inactive, A350 fluor inactive, HEK293 cAMP cs 3.3%, Rhodamine fluor inactive and TexasRed autofl inactive.
Screening Cn1cccc1C(=O)N1CCN(c2cccc(C(F)(F)F)c2)CC1 returned Tau fil binding -5.1%, Casp1 inh 2.9%, Fluorescein fluor inconclusive, Caspase-7 inhib 3.1%, ERK AVP inh -13.2%, FLuc inh 1.4%, 4MU fluor inactive, A350 fluor inactive, HEK293 cAMP cs 16.0%, Rhodamine fluor inactive and TexasRed autofl inconclusive.
Screening O=C(NCCN1CCOCC1)c1csc2c1CCCC2 returned Tau fil binding -4.0%, Casp1 inh 1.8%, Fluorescein fluor inactive, Caspase-7 inhib -0.1%, ERK AVP inh 0.9%, FLuc inh -1.0%, 4MU fluor inactive, A350 fluor inactive, HEK293 cAMP cs -6.7%, Rhodamine fluor inactive and TexasRed autofl inactive.
Screening CC(=O)O[C@]1(C(C)=O)CC[C@H]2[C@@H]3C[C@H](C)C4=CC(=O)CC[C@]4(C)[C@H]3CC[C@@]21C returned Tau fil binding 26.3%, Casp1 inh -4.0%, Fluorescein fluor inconclusive, Caspase-7 inhib 0.7%, ERK AVP inh 22.0%, FLuc inh -1.5%[25.5 µM], 4MU fluor inactive, A350 fluor inactive, HEK293 cAMP cs 23.6%, Rhodamine fluor inactive and TexasRed autofl inactive.
Screening CCC(C(=O)Nc1ccccc1OC)n1c(C(=O)OC)cc2ccsc21 (stereo not given) returned Tau fil binding -16.9%, Casp1 inh -2.4%, Fluorescein fluor inactive, Caspase-7 inhib -1.0%, ERK AVP inh 21.2%, FLuc inh 1.3%, 4MU fluor inactive, A350 fluor inactive, HEK293 cAMP cs inconclusive, Rhodamine fluor inactive and TexasRed autofl inactive.
For Nc1nc(SCC(=O)N2CCc3ccccc32)[nH]c(=O)c1-c1ccccc1 the results were Tau fil binding -4.4%, Casp1 inh 0.4%, Fluorescein fluor inactive, Caspase-7 inhib -0.7%, ERK AVP inh inconclusive, FLuc inh 0.8%, 4MU fluor inactive, A350 fluor inactive, HEK293 cAMP cs inconclusive, Rhodamine fluor inactive and TexasRed autofl inactive.
For CCn1c(SCC(=O)Nc2c(C)n(C)n(-c3ccccc3)c2=O)nnc1-c1cccc(C)c1 the results were Tau fil binding -2.9%, Casp1 inh 0.6%, Fluorescein fluor inconclusive, Caspase-7 inhib -0.5%, ERK AVP inh -0.6%, FLuc inh 0.2%, 4MU fluor inactive, A350 fluor inconclusive, HEK293 cAMP cs 8.9%, Rhodamine fluor inactive and TexasRed autofl inconclusive.
`Cc1cccc(Cn2c(=O)n(CCCC(=O)NCc3ccco3)c(=O)c3ccccc32)c1` gave Tau fil binding 4.5%, Casp1 inh -0.7%, Fluorescein fluor inconclusive, Caspase-7 inhib -1.5%, ERK AVP inh -27.0%, FLuc inh -0.1%, 4MU fluor inactive, A350 fluor inactive, HEK293 cAMP cs inconclusive, Rhodamine fluor inactive and TexasRed autofl inconclusive.
CCCCn1nnnc1NCc1cccc(OC)c1OC was read as Tau fil binding -2.3%, Casp1 inh 0.4%, Fluorescein fluor inconclusive, Caspase-7 inhib -0.5%, ERK AVP inh 0.6%, FLuc inh 3.1%, 4MU fluor inactive, A350 fluor inactive, HEK293 cAMP cs 6.8%, Rhodamine fluor inactive and TexasRed autofl inactive.
`Cc1[nH]c(=O)[nH]c(=O)c1S(=O)(=O)N1CCCC(C(=O)NCc2ccco2)C1` (stereo not given) gave Tau fil binding 10.0%, Casp1 inh 1.9%, Fluorescein fluor inactive, Caspase-7 inhib -1.0%, ERK AVP inh -6.5%, FLuc inh 2.0%, 4MU fluor inactive, A350 fluor inactive, HEK293 cAMP cs -1.7%, Rhodamine fluor inactive and TexasRed autofl inactive.
`N[C@@H](Cc1cc(-c2ccc(Cl)cc2Cl)cc(CP(=O)(O)O)c1O)C(=O)O` gave Tau fil binding 39.8µM*, Casp1 inh 2.4%, Caspase-7 inhib 0.1%, ERK AVP inh inconclusive, FLuc inh -2.5% and HEK293 cAMP cs inconclusive.
Screening COc1ccc(NC(=O)CSc2nnc(-c3ccccc3)n2N)cc1 returned Tau fil binding -1.7%, Casp1 inh -2.5%, Fluorescein fluor inactive, Caspase-7 inhib 0.6%, ERK AVP inh 4.1%, FLuc inh -2.5%, 4MU fluor inactive, A350 fluor inactive, HEK293 cAMP cs 10.2%, Rhodamine fluor inactive and TexasRed autofl inactive.
